# HSF1 inhib: HSF1 inhibition. 300,000 tested, 0.77% active. AID 2098. activity change, negative = inhibition, % at 7.5 µM (by protocol). NIH3T3-HGL HSE-luciferase, MG132-induced, luminescence 8 h; hits give low values;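 active means more than half of replicate wells show activity change below -50%, luminescence cut by over half; inconclusive means some wells, but at most half, below -50%; inactive means no replicate well below -50%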;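 further: luciferase reports HSF-1 transcriptional activity via heat shock element; 0% = median of DMSO wells and -100% = zero luminescence signal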
# Platelet DG rel: platelet dense granule release activity; human platelet-rich plasma, SFLLRN dense granule ATP release, luminescence; inhibition, %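 (compounds screened at 7.5 µM in platelet-rich plasma)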; 300,000 tested, 0.22% active;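 active means mean replicate score, as percent of positive control, at or above 50; inconclusive means mean below 50 but at least one replicate at or above 50; inactive means mean and every replicate below 50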
# HIF activator: HIF pathway transcriptional activation. AID 1910. U2OS HRE-luciferase reporter, luminescence; normalized: DMSO 0%, desferrioxamine 100%. 300,000 tested, 0.32% active. activation, % at 7.5 µM (by protocol);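 active means mean activation of at least 10% of the iron chelator positive control signal, with at least half of replicates also reaching 10%; inconclusive means mean and replicate majority disagree about reaching 10%; inactive means mean and most replicates under 10%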
# HDAC3 inh: inhibitors of human histone deacetylase 3; recombinant HDAC3, fluorogenic peptide/trypsin coupled, fluorescence; inhibition, % at 8.3 µM; O15379; 320,000 tested, 0.15% active; AID 2718; in the data active means inhibition above about 26%, passing the limit was not always enough; inconclusive means no clear call, values can overlap the other calls
# Target sequence (O15379 whole entry, looked up): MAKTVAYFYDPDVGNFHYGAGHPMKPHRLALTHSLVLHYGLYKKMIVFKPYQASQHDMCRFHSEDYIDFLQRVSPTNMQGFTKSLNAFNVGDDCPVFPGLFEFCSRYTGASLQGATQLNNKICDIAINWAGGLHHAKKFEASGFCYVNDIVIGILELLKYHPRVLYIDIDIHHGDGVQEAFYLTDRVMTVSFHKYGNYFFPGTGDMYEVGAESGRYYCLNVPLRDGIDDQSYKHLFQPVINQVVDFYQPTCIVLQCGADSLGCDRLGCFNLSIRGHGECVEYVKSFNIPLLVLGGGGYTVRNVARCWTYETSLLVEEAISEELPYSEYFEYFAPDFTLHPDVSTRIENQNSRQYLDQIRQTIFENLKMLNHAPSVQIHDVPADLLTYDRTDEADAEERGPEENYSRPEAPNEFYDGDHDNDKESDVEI
# IEC-6 tox: IEC-6 cytotoxicity, counter-screen for KLF5 inhibitors. inhibition, % at 5 µM. 290,000 tested, 0.78% active. luminescence viability; in the data active means inhibition above about 22%;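 further: 0% = plate median of test compound wells and 100% = cytotoxic reference compound wells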
# AI-2 QS mod: Vibrio harveyi AI-2 quorum sensing modulation | Vibrio harveyi JMH597 AI-2 luminescence/OD600 ratio, 9 h; hits give low values; strain lacks LuxN and CqsS sensors; 0 = neutral-control median | 300,000 tested, 0.4% active | activity change, % at 7.5 µM; in the data active means activity change below about -75%, passing the limit was not always enough; inconclusive means no clear call, values can overlap the other calls;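 further: luminescence divided by OD600 gain over 9 h not by final OD600 alone; inactives centre near 13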
# HSP90 refold inh: blocks HSP90-mediated luciferase refolding in reticulocyte lysate. Rabbit reticulocyte lysate, luciferase refolding luminescence, 3 h. inhibition, % at 5.6 µM. 290,000 tested, 0.91% active;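 active means inhibition above the screen-wide mean plus 3 SD, computed separately per campaign, cut at about 16% in these data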;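 further: 0% = DMSO wells and 100% = 60 µM geldanamycin wells; inhibitors lower the luminescence because luciferase stays unfolded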
# HSF-1 act: increases HSF-1 driven luciferase reporter signal; NIH3T3-HGL HSF-1 luciferase reporter, MG132, 8 h; 100% = twice DMSO control signal; activation, % at 9 µM; 300,000 tested, 1.7% active; AID 504408;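 active means mean replicate activation of at least 50% with a set share of replicates each reaching 50%; inconclusive means only one of those two conditions met; inactive means mean below 50% and too few replicates reaching it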;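 further: 0% = median of the neutral control wells and 100% = twice that signal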
# aSyn UTR inh: 5' untranslated region of α-synuclein, MLPCN primary screen; alpha-synuclein 5'UTR reporter, inhibitor activity; inhibition, % (tested at 7.5 µM); 300,000 tested, 0.82% active; AID 1813; in the data active means inhibition above about 60%; inconclusive means no clear call, values can overlap the other calls;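 further: H4 neuroglioblastoma cells stably carrying SNCA 5'UTR luciferase fusion; 0% = DMSO wells and 100% = positive control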
# KLF5 inhibitor: suppresses KLF5 promoter-driven expression | DLD-1 KLF5 promoter-luciferase reporter, luminescence | inhibition, % at 5 µM | 290,000 tested, 0.23% active;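 active means inhibition above a per-plate limit of that plate's mean compound inhibition plus 3 SD, cut at about 60% in these data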;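 further: 0% = DMSO wells and 100% = LY294002 at 200 µM; higher means less KLF5 promoter-driven luciferase light; inactives centre near -14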
# * marks the source's active call; other numbers are inactive results; ? = inconclusive; / = not tested or not shown. Not a hit list; overall some 5% were active at least once.
compound,HDAC3 inh,AI-2 QS mod,IEC-6 tox,Platelet DG rel,KLF5 inhibitor,HSF1 inhib,HSP90 refold inh,aSyn UTR inh,HSF-1 act,HIF activator
COc1ccc(-n2nc(C(=O)NCC(=O)NC3CCCC(C)C3C)c3ccccc3c2=O)cc1 (stereo unspecified),1,13,5,-3,9,2,2,18,9,-0.1
Clc1ccccc1-c1csc(Nc2cccnc2)n1,-2,15,2,-5,-105,-2,6,-71,15,2.3
COc1ccccc1CNC(=O)C(C)Sc1ccc(C)cc1 (stereo unspecified),-7,23,-1,1,-17,8,-2,4,16,0.0
CC1C/C(=N\NC(=S)NC(C)C)CC(C)(C)C1 (stereo unspecified),-4,10,-13,/,-26,-5,-1,-10,16,0.0
COc1cc(-c2nnc(SCc3c(F)cccc3Cl)o2)cc(OC)c1OC,8,19,0,0,-11,6,2,-4,25,-0.2
CC(C)(C)n1nc2c(c1NC(=O)c1ccc(Br)o1)CS(=O)C2 (stereo unspecified),2,15,1,3,-18,-4,7,13,-10,-0.5
CN1CCC(NC(=O)c2ccncc2)CC1,3,33,-1,1,1,-1,3,-16,-13,0.1
O=[N+]([O-])c1ccc(Oc2cccnc2)nc1,4,19,-5,/,-14,/,-3,/,/,/
COc1ccc(Cl)cc1NC(=O)NCCCl,-6,0,12,11,22,-10,4,-12,-9,0.2
COc1ccc(NC(=O)CS(=O)(=O)c2ccc(C)cc2)c(OC)c1,-1,13,4,-4,-12,-1,-3,-11,26,2.3
CCOC(=O)c1cnc2ccc(C)cc2c1Nc1ccc(N2CCOCC2)cc1,6,19,9,-1,-5,7,-1,18,8,-1.9
O=C(CC12CC3CC(CC(C3)C1)C2)N/N=C\c1ccc[nH]1,7,0,3,15,-24,-1,1,12,11,0.0
CCOC(=O)c1ccc(NC(=O)CSc2ccc(-c3ccncc3)nn2)cc1,-7,13,1,2,-30,0,0,15,4,0.8
CC(C)CNC(=O)COC(=O)c1c2c(nc3ccccc13)CCC2,0,21,0,-8,-22,-3,3,19,-14,-0.2
CC(=O)Nc1ccc(N2CCN(C(C)=O)CC2)cc1,4,4,0,10,-26,0,2,21,1,-1.5
CCOC(=O)c1ccccc1NC(=O)c1c(F)c(F)c(F)c(F)c1F,7,12,1,8,4,-4,-2,-15,2,-0.1
O=C(Nc1ccccc1)Nc1nnc(CSCc2ccccc2Cl)s1,-2,16,1,-1,-18,5,1,26,13,-1.0
Cc1ccc(S(=O)(=O)NN2C(=O)/C(=C/c3ccc(F)cc3)SC2=S)cc1,12,15,-4,-2,-55,12,0,-6,19,-0.5
O=c1[nH]c(C2CCCN(S(=O)(=O)c3cccc(Cl)c3)C2)nc2c1nnn2Cc1ccc2c(c1)OCCO2 (stereo unspecified),1,23,7,1,-7,3,2,20,-6,-1.0
Cc1ccc(C(=O)NC(=S)NNS(=O)(=O)c2ccc(C)cc2)cc1,-3,37,-8,1,-35,14,0,-17,9,?
CC(=Nc1ccccc1)C1=C(O)CC(C)(C)CC1=O,4,17,-3,-6,-32,-1,-2,3,14,0.2
COc1ccc(N2CCN(C(=O)CSc3nnc(-c4ccco4)n3C)CC2)cc1,2,30,0,-1,-5,-4,-1,-10,4,0.0
Cc1ncsc1C(=O)NCc1ccc(N2CCCC2=O)cc1,5,12,1,5,-4,2,-2,21,-11,-0.1
COc1ccccc1NS(=O)(=O)c1cccc(C(=O)N/N=C/c2ccc(N3CCOCC3)cc2)c1,12,37,-1,3,-35,-15,-1,24,-11,-0.2
COc1ccccc1N1C(=O)c2cccc3c(N(C)CCO)ccc(c23)C1=O,4,9,2,11,-34,8,3,3,20,-1.3
O=C(N1CCCCC1)C1(c2ccccc2)CCCCC1,-5,1,-3,8,13,-4,0,-2,-2,-0.1
Cc1cc(C)nc(OC(C(=O)O)C(OCCc2ccccc2)(c2ccccc2)c2ccccc2)n1 (stereo unspecified),16,11,-6,3,-14,3,1,0,7,-1.8
O=C(Nc1cccc2ncccc12)c1ccc(OCc2ccccc2)cc1,-3,18,-2,-1,-29,-6,0,4,6,-1.0
O=[N+]([O-])c1cc(Cl)ccc1Sc1ccccn1,1,-20,-3,7,-12,11,5,14,37,-0.5
Cc1cccc(N(CC(=O)NC(C)(C)C)C(=O)CCC(=O)Nc2ccccn2)c1,-1,0,1,1,-7,-5,-1,2,8,-0.5
S=C1NCN(Cc2ccco2)CN1c1ccccc1,-4,11,3,-2,-7,21,3,0,7,1.6
CCCCn1c(N)c(N(CCOC)C(=O)CCNC(=O)c2ccc(Br)cc2)c(=O)[nH]c1=O,/,20,/,6,/,-3,/,-9,-2,-0.1
O=C(OCc1nc2scc(-c3ccccc3)c2c(=O)[nH]1)c1cccc([N+](=O)[O-])c1,-1,17,-2,-3,-6,-5,0,20,-10,1.5
CCN(Cc1nc2ccccc2c(=O)[nH]1)Cc1cc(=O)oc2cc(OC)ccc12,-4,/,3,/,-8,/,3,/,/,/
O=C(C1CC1)N1CCc2cc(S(=O)(=O)N3CCOCC3)ccc21,-1,27,-1,3,-2,0,0,12,-8,-1.1
COc1ccc(C(=O)NC2CCN(C(=S)Nc3ccc(C)cc3)CC2)cc1,-11,-1,3,-3,-11,2,0,5,1,-0.1
COc1cc(OC)cc(-c2cc3nc(C)c(CCC(=O)O)c(C)n3n2)c1,-7,/,-10,/,33,/,25*,/,/,/
CCCN(CC(=O)Nc1ccccc1OC)C(=O)c1cnc(Cl)c(Cl)c1,1,16,-2,-5,-11,3,0,-4,-5,0.0
CC(=O)NC(CCS(C)(=O)=O)C(=O)Nc1cccc(C)c1 (stereo unspecified),/,12,-2,1,-16,-4,-2,-1,0,-0.1
CC1CCN(S(=O)(=O)c2nnc(NC(=O)c3cccc([N+](=O)[O-])c3)s2)CC1,5,12,-2,-6,-17,-6,-5,7,-6,0.5
COc1ccc(-n2c(Cc3cccn3C)nnc2SCC(=O)Nc2ccccc2F)cc1,7,6,-4,-2,-18,-2,-5,15,-4,-0.1
CN(CCCN1CCCCC1)C(=O)CCc1nnc(C2CCCCC2)o1,1,3,-1,7,-18,1,-8,3,3,0.2
CCOc1ccccc1CNC(=O)c1cc2occc2n1C,5,11,4,5,7,7,4,26,1,0.4
CC1CCCN(C(=O)CSc2nnc3n(C4CCCC4)c(=O)c4ccccc4n23)C1 (stereo unspecified),-2,1,1,-4,-2,-10,-2,8,-6,0.5
CSc1nc2sc3c(c2c(=O)n1C)CCCC3,2,15,-5,-6,-29,4,-3,-36,11,/
CN1CCN(C2=C(Cl)C(=O)N(C3CCCCC3)C2=O)CC1,?,11,-5,-2,4,6,-3,-84,13,-0.2
COc1ccc(C(=O)Nc2cc(C)on2)cc1[N+](=O)[O-],-3,37,2,-2,0,-6,-3,-28,-16,-0.1
CCCS(=O)(=O)C/C(N)=N/OC(=O)c1ccc(Cl)cc1,8,7,1,-4,-4,1,4,-10,20,-0.5
CCCCNC(=O)C(CC)Sc1nc2sc(C(=O)OC)c(C)c2c(=O)n1N (stereo unspecified),-30,-4,0,0,-18,0,-2,11,3,-0.3
CCN(CC)C1CCN(C(=O)CCc2nnc(CCCCc3ccccc3)o2)C1 (stereo unspecified),4,18,3,4,-14,-4,-2,6,2,-0.2
CCOc1cc(N2CCOCC2)c(OCC)cc1NC(=O)CN1CCc2ccccc2C1,7,36,4,-6,-35,-1,1,15,1,-0.3
CCCc1nnc(SCC(=O)N2C(C)CCCC2C)n1CC1CCCO1 (stereo unspecified),-9,5,-7,3,-1,-7,-4,1,10,0.0
CCOc1ccc(S(=O)(=O)NCc2ccccc2Cl)cc1C(N)=O,0,10,6,-14,-43,-1,0,10,9,0.0
O=C(CC1Sc2ccccc2NC1=O)NCc1ccccc1 (stereo unspecified),0,-3,-4,-2,-14,2,-3,-2,15,0.0
CC1Oc2ccccc2N(CC(=O)Nc2ccc3c(c2)OCO3)C1=O (stereo unspecified),-1,12,-3,0,-19,3,-5,6,-10,0.1
O=C(NCCCN1CCOCC1)c1csc2c1CCCC2,-1,-8,-4,14,-18,-2,-1,15,-5,-0.2
CCC(C)C(NC(=O)/C(=C\c1ccccc1)NC(=O)c1ccc(OC)cc1)C(=O)O (stereo unspecified),4,26,2,3,-12,-7,-1,1,-9,-0.1
COc1cc(OC)cc(C(=O)NC(=S)Nc2ccc(Cl)c(C(=O)O)c2)c1,7,22,2,-5,8,-2,0,-4,-6,-0.6
CN1/C(=C\C(=O)COC(=O)CNC(=O)c2ccc3ccccc3c2)C(C)(C)c2ccccc21,-3,33,-1,-1,-3,-8,-4,21,-3,0.0
O=C(Nc1ccccc1F)C(=O)c1cn(CC(=O)N2CCCCC2)c2ccccc12,0,6,-4,/,-23,/,1,/,/,/

# Next section.
compound,HDAC3 inh,AI-2 QS mod,IEC-6 tox,Platelet DG rel,KLF5 inhibitor,HSF1 inhib,HSP90 refold inh,aSyn UTR inh,HSF-1 act,HIF activator
O=S(=O)(c1ccc2nc(-c3ccccc3)[nH]c2c1)N1CCN(c2cccc(Cl)c2)CC1,4,16,5,1,-3,14,6,-1,15,/
COCCCN1CC(=O)N2C(c3cccc(OC)c3OC)c3[nH]c4ccccc4c3C[C@H]2C1=O (stereo partly specified),-8,3,-6,-1,-33,-4,0,7,2,-0.9
Cc1[nH]c(C)c(S(=O)(=O)NCCc2ccccc2)c1C(=O)N1CCCC1,1,4,-6,-7,-16,-2,-3,-2,6,-0.2
O=S(=O)(c1ccccc1)c1cnc(-c2cccnc2)nc1-c1ccc(Cl)cc1Cl,9,33,3,-6,-13,0,2,13,-4,-2.6
Cc1cccc(N=Nc2ccc(O)c3ncccc23)c1,-2,26,3,25,16,230,3,73*,241*,2.4
CCOC(=O)Cn1nc(C)c(-c2ccccc2)c1N,7,6,1,5,-12,-2,0,-16,14,-0.1
CCCNC(=O)Cc1c(OC)ccc2cc(Br)ccc12,0,5,1,4,-19,10,-6,17,23,1.0
Cc1cc(-c2n[nH]c(=S)n2CC(C)C)cs1,-4,4,-5,0,11,3,-4,-18,8,-0.3
CCOc1cc(S(=O)(=O)n2nc(C)cc2C)ccc1F,-6,10,-2,-7,2,-1,3,24,-4,-0.2
CCc1sc(C(=O)Nc2cc(Cl)ccc2N2CCCCC2)cc1C,10,3,2,-8,-31,0,5,25,-4,-0.5
CN(c1ccccc1C(N)=O)S(=O)(=O)c1ccccc1,1,5,-3,0,9,1,-4,-3,4,-0.1
C#CC1(O)CC(C)NCC1(C)CCC#N (stereo unspecified),7,21,-1,3,-30,-3,-1,21,-4,-0.5
CC(C)(O)C#Cc1ccc(C(=O)N2CCC(C(N)=O)(N3CCCCC3)CC2)cc1,8,6,6,-2,1,-7,2,-11,-2,-1.0
